CHT inh: inhibits the human high affinity choline transporter. Q9GZV3. CHT-expressing cells, membrane potential dye, choline response; hits give low values. B-score at 10 µM. 0.86% of 310,000 active. AID 488975;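 active means B-score over 3 SD under the library average, and starting fluorescence ratio not unusually high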;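 further: choline stimulus applied at its EC90 after an EC20 pre-addition; B-score computed on integrated fluorescence ratio after choline addition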
Target sequence (Q9GZV3 whole entry, looked up): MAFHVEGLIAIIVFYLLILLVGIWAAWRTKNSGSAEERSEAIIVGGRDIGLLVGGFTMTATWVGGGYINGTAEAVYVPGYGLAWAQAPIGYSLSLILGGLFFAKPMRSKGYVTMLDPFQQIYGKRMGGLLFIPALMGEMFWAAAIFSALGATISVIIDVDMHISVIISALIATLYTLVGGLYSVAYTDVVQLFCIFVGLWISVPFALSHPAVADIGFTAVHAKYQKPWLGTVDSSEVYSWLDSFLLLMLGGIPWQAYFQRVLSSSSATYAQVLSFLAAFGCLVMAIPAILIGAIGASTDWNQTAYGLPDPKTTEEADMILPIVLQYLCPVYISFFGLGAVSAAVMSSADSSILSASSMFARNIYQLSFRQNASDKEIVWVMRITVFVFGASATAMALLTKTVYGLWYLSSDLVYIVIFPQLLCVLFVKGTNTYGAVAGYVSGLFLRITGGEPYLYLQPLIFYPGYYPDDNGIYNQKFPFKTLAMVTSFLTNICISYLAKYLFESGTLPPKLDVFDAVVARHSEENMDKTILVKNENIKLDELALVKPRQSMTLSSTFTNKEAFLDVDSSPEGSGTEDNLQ
Kir21 block: Kir2.1 (mouse) channel inhibition. HEK293-Kir2.1, FluxOR thallium flux fluorescence; hits give low values. B-score at 10 µM. 0.85% of 310,000 active. AID 1672;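 active means fluorescence ratio B-score at or below minus 3 SD of library scores, with starting-brightness B-score within 2 SD, cut at about -4.2 in these data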;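 further: channel flux triggered by added potassium and thallium sulfate stimulus; B-score of peak minus minimum fluorescence over baseline after thallium stimulus; more negative B-score means stronger Kir2.1 block with less thallium influx; some compounds called inactive have numbers as strong as hits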
Target sequence (P35561 whole entry, looked up): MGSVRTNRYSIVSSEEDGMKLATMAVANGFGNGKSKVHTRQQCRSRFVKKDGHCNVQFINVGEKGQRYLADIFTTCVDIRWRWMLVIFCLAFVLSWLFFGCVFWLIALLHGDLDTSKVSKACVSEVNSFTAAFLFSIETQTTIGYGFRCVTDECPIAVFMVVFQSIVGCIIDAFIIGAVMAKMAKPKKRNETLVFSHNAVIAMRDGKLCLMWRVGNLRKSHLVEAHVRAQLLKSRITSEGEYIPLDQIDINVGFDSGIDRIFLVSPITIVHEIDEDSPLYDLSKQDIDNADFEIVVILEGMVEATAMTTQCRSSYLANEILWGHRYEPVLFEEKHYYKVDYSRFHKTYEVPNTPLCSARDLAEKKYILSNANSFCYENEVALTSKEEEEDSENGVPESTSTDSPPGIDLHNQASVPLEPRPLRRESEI
Starred values were filed as active, the others as inactive; i = inactive; x = not tested or not shown; & = joins results of further samples.

The line under a structure holds: CHT inh	Kir21 block
COc1ccc(N(CC(=O)NC2CCCC2)C(=O)c2csnn2)cc1
    i	0.15
CCOC(=O)C1=C(CN2CCSCC2)NC(=O)NC1c1cccc([N+](=O)[O-])c1 (stereo not given)
    i	0.02
Cn1c(Cl)cnc1C1CC(=O)c2cc(Cl)ccc2O1 (stereo not given)
    i	-0.03
CC(C)OC(=O)c1ccc(N2CCN(c3ccc(F)cc3)CC2)nc1
    i	-1.07
Cc1cccc(NC(=O)CCNS(=O)(=O)c2ccc3[nH]c(=O)oc3c2)c1
    i	0.71
CC(=O)Nc1ccc(C2=NNC(=NCC3CCCO3)SC2)cc1 (stereo not given)
    i	x
CCCCn1c(=O)nc2n(-c3ccc(OC)cc3)c3ccccc3cc-2c1=O
    i	-0.2
Cc1ccc2nc(C)c3c(c2c1)N(c1ccc(F)cc1)CC3
    i	-5.31*
Cc1ccc(NC(=O)c2ccc(S(=O)(=O)NCc3cccnc3)cc2)cc1C
    i	-0.06
CCC(=O)N1CCN=C1SCc1ccccc1
    i	0.42
C=CCNC(=O)C12CC3(C)CC(C)(CC(C)(C3)C1)C2
    i	0.36
C=CCn1c(SCc2nc(N)nc(N(C)C)n2)nnc1-c1cccnc1
    i	0.66
O=S(=O)(/C=C/c1ccccc1)Nc1ccc(F)cc1
    i	0.95
O=S(=O)(c1ccc(OC(F)(F)F)cc1)N1CCCC(c2ccccc2)C1 (stereo not given)
    i	0.48
CC(=O)Nc1cc2cc(NS(=O)(=O)c3ccc(Cl)cc3)ccc2oc1=O
    i	1.08
COc1cc(-c2noc(C)c2/C=C/c2ccc(N)cc2)cc(OC)c1OC
    i	1.63
O=C(O)c1ccccc1S(=O)(=O)c1ccccc1CO
    i	0.68
CCOC(=O)c1cc2c(ccn2-c2ccc(F)cc2)n1CC(=O)NC(C)(C)C
    i	0.6
CCOC(=O)C1CCCN(C(=O)CN2C(=O)c3ccccc3C2=O)C1 (stereo not given)
    i	-1.13
CCc1cc2c(SCC(=O)c3cccs3)ncnc2s1
    i	0.02
COc1ccc(CCNC(=O)CSc2ccc(-c3ccccc3)nn2)cc1OC
    i	-1.88
CCCCCC(=O)Nc1cccc(C2=NOC3(C2)C[C@H](C(N)=O)N(C(=O)CC)C3)c1 (stereo not given in full)
    i	0.15
COc1ccc(CCNC(=O)C(=O)NCC2CCCO2)cc1OC (stereo not given)
    i	0.49
O=C(O)CCc1nnc(SCC(=O)Nc2ccc(Cl)c(C(F)(F)F)c2)[nH]c1=O
    i	-0.22
CSc1nc2nc3c(cc2c(=O)n1-c1cccc(C)c1)COC(C)(C)C3
    i	0.5
CCOC(=O)C1CCN(C(=O)c2ccccc2NS(=O)(=O)c2ccccc2)CC1
    i	-1.22
COc1ccc(NC(=O)CN2C(=O)NC(c3ccccc3)(c3ccccc3)C2=O)cc1
    i	-1.6
Cc1cc(C(=O)CSc2nnc(-c3cccs3)o2)c(C)n1-c1ccccc1
    i	1.44
COCCn1c(COC)nc2ccccc21
    i	0.04
Cc1ccc(CNCC(O)(c2ccccc2)c2ccccc2)cc1
    i	-9.24*
O=C(Nc1ccccc1N1CCOCC1)c1cccc2c(Br)cccc12
    i	-2.54
COc1ccc(S(=O)(=O)N2CCCCCC2)cc1N(C)S(=O)(=O)c1ccc(Cl)cc1
    i	0.01
O=S(=O)(Nc1ccc(Nc2ccccc2)cc1)c1ccc(F)cc1
    i	2.17
O=C(O)CC1(CC(=O)Nc2ccccc2N2CCOCC2)CCCC1
    i	1.85
CC(C)Cc1nc2sc3c(=O)n(N)cnc3c2c2c1COC(C)(C)C2
    i	2.33
O=C(O)c1ccccc1C(=O)Nc1ccc(Oc2ccc3ccccc3c2)cc1
    i	-0.57
COc1ccc(C2CC(=O)C3=C(C2)Nc2ccccc2NC3c2coc3ccccc3c2=O)cc1OC (stereo not given)
    i	x
Nc1nc(NCCOCCO)nc(NC2CCCCC2)c1[N+](=O)[O-]
    i	-0.29
O=C(O)CCNS(=O)(=O)c1ccc2c(c1)OCCCO2
    i	-1.27
COC(=O)CSc1nc(SCc2ccc(C)cc2)nc2c1CCCC2
    i	0.17
Cc1cc2cc3c(C)cc(=O)oc3c(C)c2o1
    i	-1.12
CN(Cc1cccnc1)C(=O)c1cc(COc2ccc3ncccc3c2)on1
    i	-0.09
Cc1cc(OCC(=O)N2CCC[C@@H]2C(=O)O)c2c(C)c(C)c(=O)oc2c1
    i	0.01
CC(C)c1ccc(NC(=O)C2CC(=O)N=C(N)S2)cc1 (stereo not given)
    i	1.68
CCOC(=O)NC1(NCC(C)C)Oc2ccccc2O1
    i	-0.31
Cc1cc(NC(=O)CCC(=O)N(c2ccc(F)cc2)C(C(=O)NC2CCCC2)c2ccc(C)o2)no1 (stereo not given)
    i	0.02
O=C(COc1ccc([N+](=O)[O-])cc1)Nc1cc(S(=O)(=O)N2CCCCC2)ccc1N1CCCCC1
    i	1.41
CC(NC(=O)c1cc(=O)[nH]c2ccccc12)c1ccccc1 (stereo not given)
    i	2.01
O=C(Nc1cccnc1)/C(N=Nc1cccnc1)=C(\O)c1ccccc1
    i	0.69
COc1ccc2c(c1)Cc1sc(NC(C)=O)nc1-2
    i	0.21
Cc1c(CCOC(=O)c2ccccc2)sc[n+]1CC(=O)c1ccc(Br)cc1
    i	-2.69
Cc1cc(C)c2[nH]c(C(=O)Nc3ccc(F)cc3Br)cc2c1
    i	0.13
O=C(c1ccc(S(=O)(=O)Cc2ccccc2Cl)c([N+](=O)[O-])c1)N1CCOCC1
    i	-1.55
CC1(C)C2CCC1(CS(=O)(=O)NC1CCCC1)C(=O)C2 (stereo not given)
    i	-2.84
CCOc1ccc(OCCOc2cccc(C(F)(F)F)c2)cc1
    i	0.63
CCOC(=O)C1CCN(C(=S)Nc2ccccc2)CC1
    i	-1.05
CC(C)c1ccc(CCNC(=O)CCNC(=O)c2ccc(Br)cc2)cc1
    i	-0.43
O=C(NN=C1C2CC3CC(C2)CC1C3)c1cccc(S(=O)(=O)N2CCOCC2)c1
    i	0.03
CC(C)CN1C(=O)c2ccc(NC(=O)Cc3ccccc3)cc2C1=O
    i	1.17
COc1cccc2cc(C(C)N(CCCN3CCOCC3)C(=O)Nc3ccccc3)oc12 (stereo not given)
    i	-1.05

Remaining list, next part
The line under a structure holds: CHT inh	Kir21 block
O=[N+]([O-])c1ccccc1OCCN1CCCC1
    i	0.9
CCCCCc1nnc(NC(=O)NS(=O)(=O)c2ccc(C)cc2)s1
    i	-0.74
CCCNc1nc2c(c(=O)[nH]c(=O)n2C)n1CCc1ccccc1
    i	0.42
COc1ccccc1N1CCN(C(=O)NC23CC4CC(CC(C4)C2)C3)CC1
    i	-0.02
O=C(CSc1ccc(Br)cc1)Nc1ccc(N2CCOCC2)cc1
    i	-0.81
NS(=O)(=O)c1ccc(NC(=O)/C=C/c2cccs2)cc1
    i	-0.48
COc1ccnc2c1c(=O)n(Cc1cccc(F)c1)c(=O)n2C
    i	0.78
COc1ccc(C(=O)Nc2cc(C)on2)cc1S(=O)(=O)N1CC(c2ccccc2)CC1=O (stereo not given)
    i	-0.25
COc1cccc(-c2nc(-c3ccccc3)c(-c3ccccc3)[nH]2)c1OCC(=O)O
    -6.62*	1.56
Cc1cccc(NC(=O)N2CCN(Cc3ccccc3)CC2)c1
    i	-0.46
CC(=O)[C@@H]1[C@@H]2C(=O)N(c3ccccc3F)C(=O)[C@@H]2[C@H]2c3ccccc3C=NN12
    i	2.13
CCCCCOc1ccc(NC2=CC(=O)CCC2)cc1
    i	0.84
CCOC(=O)c1[nH]c(CSc2nnc(-c3ccc(OC)cc3)o2)c(C(=O)OCC)c1C
    i	-0.01
O=C(Cc1cccs1)Nc1nnc(SCc2ccc(F)cc2)s1
    i	-0.01
CN1CCN(C(=O)c2ccc(-c3cccs3)s2)CC1
    i	-0.97
CCOc1ncccc1C(=O)N1CCN(Cc2ccc3c(c2)OCO3)CC1
    i	0.87
O=C(NC1CCCC1)C(c1ccc(Cl)cc1)N(C(=O)c1csnn1)C1CC1 (stereo not given)
    i	-0.61
Nc1cc(N2CCCCC2)c([N+](=O)[O-])cc1Cl
    i	-0.71
O=C(Cn1cc(C(F)(F)F)cc(Cl)c1=O)Nc1cc(Cl)cc(Cl)c1
    i	1.62
COc1cc(CNCCc2c[nH]c3ccccc23)ccc1OCc1ccccc1F
    i	-8.18*
CCCCOc1ccc(C(=O)CCN2CCCCC2)cc1
    i	-0.11
COc1ccc(C2C(C#N)=C(N)OC3=C2C(=O)CC(C)(C)C3)cc1Cn1cc([N+](=O)[O-])cn1 (stereo not given)
    i	0.03
O=[N+]([O-])c1ccc(N2CCN(S(=O)(=O)c3ccccc3)CC2)c2cccnc12
    i	-1.54
Cc1cc(C)cc(-n2cc[nH]c2=S)c1
    i	0.49
O=C(c1ccccc1-c1ncc[nH]1)N1CCc2c([nH]c3ccccc23)C1c1ccccn1 (stereo not given)
    i	-0.91
COc1cccc(OC)c1C(=O)NCCSC1CCCCC1
    i	0.01
CCOc1ccc(-c2c(C(=O)N/N=C(\C)c3cccnc3)nnn2-c2nonc2N)cc1
    i	-0.21
Cc1cc(C)c(S(=O)(=O)N(CC(=O)N2CCOCC2)C2CCCCC2)c(C)c1
    i	-1.06
Cc1cc(C)c(/C([O-])=C(/C(=S)Nc2ccc(SC(F)F)cc2)[n+]2ccccc2)cc1C
    i	-0.62
COc1ccc(C)cc1NC(=O)COC(C)=O
    i	0.09

Sorted by heavy-atom count (low to high): part of the list above.
The line under a structure holds: CHT inh	Kir21 block
Cc1cc(C)cc(-n2cc[nH]c2=S)c1
    i	0.49
CCCCOc1ccc(C(=O)CCN2CCCCC2)cc1
    i	-0.11
CCCCCc1nnc(NC(=O)NS(=O)(=O)c2ccc(C)cc2)s1
    i	-0.74
COc1ccc(C(=O)Nc2cc(C)on2)cc1S(=O)(=O)N1CC(c2ccccc2)CC1=O (stereo not given)
    i	-0.25

Remaining list, next part
The line under a structure holds: CHT inh	Kir21 block
O=C1N=c2ccccc2=C1c1[nH]c(=S)[nH]c1O
    i	-0.98
CCOC(=O)c1ccc(NC(=O)N2C3CCCC2CC(NC(C)=O)C3)cc1 (stereo not given)
    i	-0.04
Cc1cc(C)n(-c2ccc(Cl)c(C(=O)O)n2)n1
    i	-1.14
COc1ccc(C(=O)Nc2ccccc2NC(=O)c2ccc(OC)cc2)cc1
    i	-1.7
COc1ccccc1NC(=S)NC(=O)CCc1ccccc1
    i	0.52
Cc1ccc(-c2c[n+]3c(n2-c2ccccc2)CCC3)cc1
    i	-1.51
CC1(C)C(=S)N(Cc2ccccc2)c2ccccc21
    i	-2.02
CCOCCCNC(=O)Cn1nc(Cc2ccncc2)c2ccccc2c1=O
    i	-0.91
CC1CCC2(CC1)NC(=O)N(Cc1cccc(C(F)(F)F)c1)C2=O (stereo not given)
    i	0.02
O=C(Cn1c[n+](CC(=O)c2ccc([N+](=O)[O-])cc2)cn1)c1ccc([N+](=O)[O-])cc1
    i	-0.67&-0.17
O=C(Oc1ccccc1)c1cccc2cccc(C(=O)Oc3ccccc3)c12
    x	2.35
COC(=O)c1ccccc1COn1c(=O)c(C)[n+]([O-])c2ccccc21
    i	-0.92
CCOc1ccccc1NC(=O)c1ccc2c(c1)C(=O)N(CC(C)C)C2=O
    i	-0.08
CCc1ccc(C(=O)N2CCC(c3nc4ccccc4s3)CC2)cc1
    i	-1.05
CCN(CC)c1ccc(NC(=O)C2CC3CCC2C3)cc1 (stereo not given)
    i	-0.17
CCOC(=O)C1C(=O)C=C(c2ccc(C)cc2)CC1c1ccco1 (stereo not given)
    i	-0.79
CCC(=O)c1ccc(Oc2ccc(C(=O)c3ccc(C)cc3)cc2[N+](=O)[O-])cc1
    i	-0.52
Cc1cc2oc(C(=O)NCCc3ccc(S(N)(=O)=O)cc3)cc(=O)c2cc1C
    i	1.52
CCN1CCCC(OC(=O)C(c2ccccc2)c2ccccc2)C1 (stereo not given)
    i	x
CC1C(=O)N2CCCc3cc(NC(=O)C(=O)NCCN4CCOCC4)cc1c32 (stereo not given)
    i	1.07
CCOC(=O)c1cc2sc(C)cc2n1CC(=O)NCc1ccc(F)cc1
    i	0.79
COc1ccc(NC(=S)Nc2ncccc2C)c(OC)c1
    i	-0.29
CNC(=O)c1c(NC(=O)CCS(=O)(=O)c2ccccc2)sc2c1CCN(C(=O)OC)C2
    i	0.33
CCCn1c(SCC(=O)Nc2ccc(OC)cc2[N+](=O)[O-])n[nH]c1=O
    i	0.69
CC1CCN(S(=O)(=O)c2cc([N+](=O)[O-])ccc2Cl)CC1
    i	-0.14
COc1ccccc1-c1nc(S(=O)(=O)c2ccccc2)c(N2CCCCC2)o1
    i	-0.77
CNCCCOc1cc(C)cc(C)c1C
    i	-1.03
Cc1cc(=O)oc2c1c(C(F)(F)F)nn2-c1ccccc1
    i	0.19
CCN(CC)C(=O)CSc1nc(-c2ccco2)cc(C(F)(F)F)c1C#N
    i	1.2
COCCN(C(=O)COC(=O)CSc1ccc2ccccc2c1)c1c(N)n(Cc2ccccc2)c(=O)[nH]c1=O
    i	1.02
Cc1cc(C)cc(NC(=O)c2ccc(S(=O)(=O)N(C)CC3CCCO3)cc2)c1 (stereo not given)
    i	-1.48
O=C(Nc1ccccc1N1CCN(C(=O)c2ccc(Cl)cc2)CC1)c1ccc([N+](=O)[O-])o1
    i	-0.14
CC(=O)COc1cc(C)cc2oc(=O)cc(-c3ccccc3)c12
    i	0.34
COC(=O)CNC(=O)COC(=O)c1ccc(OC)c([N+](=O)[O-])c1
    i	-0.66

Compound activity (PubChem)
